CCHFV vOTU inh: CCHFV vOTU protease inhibition. Pep-AMC fluorescence. AID 651958. 0.55% of 370,000 active. inhibition, % at 11.5 µM; in the data active = inhibition above about 30%; note: 0% = vehicle wells with enzyme and 100% = no enzyme wells
Y pestis TopoI: inhibitors of Yersinia pestis topoisomerase I; activity, % at 10 µM; Y. pestis Topo-I cleavage product accumulation, plate reader; 0.064% of 360,000 active; in the data active = activity above about 50%, passing the limit was not always enough; inconclusive = no clear call, values can overlap the other calls; note: inactives centre near 2
BoNT A protease: blocks Botulinum neurotoxin A light chain protease; multiplex microsphere protease substrate cleavage, flow cytometry; inhibition, % at 10 µM; 0.17% of 360,000 active; note: plate controls were buffer without enzyme for full effect and enzyme alone for no effect
PfHsp40 rescue: rescue of PfHsp40-mediated yeast toxicity; 0.68% of 340,000 active; S. cerevisiae expressing PfHsp40, growth rescue, ATP luminescence; growth rescue, % at 12.5 µM; in the data active = growth rescue above about 28%, passing the limit was not always enough; inconclusive = no clear call, values can overlap the other calls;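 note: yeast W303a lacking pdr1 and pdr3 grown in galactose medium; growth measured after three days at 30 °C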
PriA SSB inh: K. pneumoniae PriA-SSBct interaction inhibition; AlphaScreen SSBct-PriA binding, biotinylated peptide; inhibition, % at 33 µM; 0.6% of 430,000 active; AID 1272365; in the data active = inhibition mostly above about 37%, no sharp cut-off; inactive = mostly below about 20%;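 note: plate controls were negative control peptide for no effect and reference peptide for full effect; strong numbers were not always called active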
Anthrax LF inh2: inhibitors of Bacillus anthracis lethal factor protease; inhibition, % at 10 µM; P15917; multiplex microsphere protease cleavage assay, LF; 0.12% of 360,000 active; note: plate controls were buffer without enzyme for full effect and enzyme alone for no effect
Target sequence (P15917 whole entry, looked up): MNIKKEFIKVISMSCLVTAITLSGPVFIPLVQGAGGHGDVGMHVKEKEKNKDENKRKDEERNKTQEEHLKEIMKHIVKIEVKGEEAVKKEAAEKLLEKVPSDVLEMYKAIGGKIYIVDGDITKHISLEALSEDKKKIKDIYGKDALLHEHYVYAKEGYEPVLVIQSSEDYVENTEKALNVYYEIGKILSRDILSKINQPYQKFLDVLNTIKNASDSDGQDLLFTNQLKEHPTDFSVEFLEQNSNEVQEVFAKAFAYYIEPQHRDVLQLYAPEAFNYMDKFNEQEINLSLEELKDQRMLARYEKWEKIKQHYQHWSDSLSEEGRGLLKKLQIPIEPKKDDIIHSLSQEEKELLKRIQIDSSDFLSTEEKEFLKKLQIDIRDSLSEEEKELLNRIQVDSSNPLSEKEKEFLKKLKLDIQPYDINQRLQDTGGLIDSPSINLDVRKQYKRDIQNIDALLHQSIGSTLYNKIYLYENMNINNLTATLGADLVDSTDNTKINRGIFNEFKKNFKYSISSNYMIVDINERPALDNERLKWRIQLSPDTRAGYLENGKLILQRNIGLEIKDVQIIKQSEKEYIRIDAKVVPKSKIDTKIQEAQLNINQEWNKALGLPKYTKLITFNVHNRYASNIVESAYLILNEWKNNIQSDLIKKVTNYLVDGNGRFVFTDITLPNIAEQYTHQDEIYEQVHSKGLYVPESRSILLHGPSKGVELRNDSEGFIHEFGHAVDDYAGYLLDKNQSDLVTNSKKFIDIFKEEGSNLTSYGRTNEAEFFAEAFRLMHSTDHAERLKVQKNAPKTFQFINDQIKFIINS
SARS 3CLpro inh: SARS-CoV 3CLpro protease inhibition. P0C6X7. recombinant SARS-CoV 3CLpro, quenched FRET peptide cleavage. inhibition, % at 6 µM. 0.14% of 290,000 active; in the data active = inhibition above about 12%
BH1578 lux ind: quorum light induction in luxS cqsA deficient V. cholerae | AID 588436 | 0.16% of 350,000 active | activation, % at 18.7 µM | V. cholerae BH1578 lux reporter, luminescence, 6 h; in the data active = activation mostly above about 9.7%, no sharp cut-off; inconclusive = no clear call, values can overlap the other calls; inactive = mostly below about 3.7%; note: not every result past the cut was called active; inactives centre near 0; reference of the scale not given here
VHR inh abs: blocks human VHR1 dual specificity phosphatase; AID 1654; 0.52% of 290,000 active; recombinant VHR phosphatase, pNPP absorbance; inhibition, % at 13.3 µM; P51452; in the data active = inhibition above about 50%; note: some compounds called inactive have numbers as strong as hits
Target sequence (P51452 whole entry, looked up): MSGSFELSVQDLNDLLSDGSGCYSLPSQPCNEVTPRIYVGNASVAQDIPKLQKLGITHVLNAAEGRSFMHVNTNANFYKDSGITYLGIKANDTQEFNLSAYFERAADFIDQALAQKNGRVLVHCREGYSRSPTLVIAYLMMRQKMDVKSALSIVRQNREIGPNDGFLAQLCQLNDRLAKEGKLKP
TcdB inh: inhibitors of Clostridioides difficile toxin B glycohydrolase; inhibition, % at 9.99 µM; TcdB glycohydrolase enzymatic assay, plate reader; P18177; 0.24% of 350,000 active; in the data active = inhibition above about 10%
Numbers without * were called inactive; i = inactive; ? = inconclusive; . = not tested or not shown. Cut-off read from the data, not from the text of the source, unless noted: active = inhibition above about 30%; inconclusive = no clear call, values can overlap the other calls; inactive = below that.

Structure	CCHFV vOTU inh	Y pestis TopoI	BoNT A protease	PfHsp40 rescue	PriA SSB inh	Anthrax LF inh2	SARS 3CLpro inh	BH1578 lux ind	VHR inh abs	TcdB inh
COc1ccc(Cn2cc(CN3CC(N4CCN(CCN(C)C)CC4)CS3(=O)=O)nn2)cc1 (stereo unspecified)	4.5	.	1.0	.	.	1.0	.	.	.	1.3
Cc1ccc2nc3c(cc(S(=O)(=O)c4ccccc4)c(=N)n3C3CCCC3)c(=O)n2c1	2.9	3.9	-0.4	-1.2	-8.7	-7.7	.	i	.	1.2
CN1[C@H]2CC[C@@H]1C(C(=O)N1CCOCC1)=C(O)C2	-2.8	4.7	-0.3	-1.6	-6.2	-3.7	.	i	.	1.2
COc1ccc(CCN2C(=O)CC(NCc3ccc4c(c3)OCO4)C2=O)cc1OC (stereo unspecified)	.	-3.1	-0.7	-0.4	-1.4	-1.2	5.3	i	23.5	.
COc1cccc(CNC(=O)CCSCc2ccccc2F)c1	1.9	6.3	-0.7	0.5	-6.9	-1.5	-0.7	i	8.2	1.1
CCCCc1cc(=O)oc2cc(O)cc(O)c12	-165.8	2.2	0.3	0.8	4.7	1.1	0.6	i	26.4	-2.4
C=CCn1c(=N)n(CC(=O)OCC)c2ccccc21	6.0	-12.9	0.8	0.5	2.3	2.0	1.1	i	17.6	.
O=C(COC(=O)CCNS(=O)(=O)c1ccccc1)NC(=O)c1ccccc1	-2.6	-8.8	-1.7	-0.3	-1.6	-2.0	.	i	.	-2.0
CN1CCC(N(C)c2nc(-c3ccc([N+](=O)[O-])cc3)nc3ccccc23)CC1	6.5	-44.2	3.4	-0.5	28.9	-0.8	-8.1	-0.8	7.2	.
CCCc1ccc(C(O)c2ncc(-c3cccc(F)c3)[nH]2)cc1 (stereo unspecified)	11.1	2.2	0.2	.	.	-1.8	.	i	.	1.4
COc1cc(C(=O)N[C@H](C(=O)NC(C)C23CC4CC(CC(C4)C2)C3)C(C)C)cc(OC)c1OC (stereo partly specified)	-3.1	7.7	0.4	-0.3	2.8	-10.0	-2.8	i	15.5	.
CCOC(=O)C1CCCN(C(=S)Nc2ccc(OC)cc2)C1 (stereo unspecified)	12.5	3.5	-1.2	0.1	-19.2	-3.2	-2.7	-0.9	-0.6	8.1
CCc1cc2c(-c3ccccc3)cc(=O)oc2cc1OC(C)C(=O)O (stereo unspecified)	1.2	19.1	0.6	1.5	-1.1	13.8	6.5	-0.3	-3.6	-1.4
Cc1ccc2nc(-c3ccco3)c(CC(C)(C)C)n2c1	13.2	.	2.6	.	.	2.5	.	.	.	-8.1
Cn1c(-c2ccccc2)c(C=O)c2ccccc21	4.0	12.2	-0.5	-0.5	-12.1	-5.1	-1.9	-0.2	1.9	1.7
CCS(=O)(=O)N1CCC(C(=O)Nc2ccccc2OC)CC1	0.3	0.3	-4.2	0.0	-16.1	-5.4	-5.2	i	-15.7	-0.1
O=C(NC1CCCCC1)N1CCC(c2nc3ccc(Cl)cc3[nH]2)CC1	-13.9	6.1	-0.7	1.8	-1.8	-4.6	2.8	i	-3.7	.
Cc1ccc(-c2ccc(CN3C(C(C)C)C(=O)N(Cc4cn(Cc5ccco5)nn4)CCS3(=O)=O)cc2)cc1 (stereo unspecified)	2.0	33.7	-0.9	.	.	-1.5	.	-0.4	.	2.8
O=C(NCCc1nnc2ccc(SCC(=O)N3CCOCC3)nn12)c1ccccc1	5.5	2.8	-3.2	-1.2	-4.3	-4.7	-2.7	-0.7	7.7	0.7
O=C(NC(=S)N1CCN(c2ccccn2)CC1)c1ccco1	3.6	-1.8	-0.5	-0.8	5.5	0.9	-1.9	-0.2	3.6	-1.1
N=C1C(=O)OCC1c1ccccc1NC(=O)CN1CCCCC1 (stereo unspecified)	.	-9.7	0.5	-2.4	-12.6	1.9	-4.9	-0.1	-23.2	.
COc1ncccc1C(=O)NC1CCCc2c1cnn2-c1cc(C)cc(C)c1 (stereo unspecified)	14.4	14.1	0.8	0.5	-1.0	2.6	0.9	-0.3	17.7	2.4
O=C(Oc1ccc([N+](=O)[O-])cc1)c1cncc(Br)c1	5.1	1.8	0.3	1.0	-5.2	-1.2	-2.1	i	-0.9	-0.3
CN(CC(=O)OCC(=O)Nc1ccccc1)S(=O)(=O)c1ccc(Cl)cc1	2.2	6.9	-0.5	1.9	-16.7	-1.2	6.2	i	14.6	.
CN(C)CP(=O)(O)CN(C)C=O	22.6	9.7	0.0	-1.1	5.9	-1.1	5.4	-0.2	10.3	.
O=C(CN1c2cccc3cccc(c23)S1(=O)=O)Nc1ccccc1Br	-6.7	16.0	0.2	0.3	-5.5	-0.5	.	i	.	-0.1
CCOc1ccccc1CN1CCN(C/C=C/c2ccc(OC)cc2)CC1CCO (stereo unspecified)	-10.6	15.5	-0.2	-2.5	-4.6	-7.9	1.7	i	8.4	1.1
CC(=O)Nc1ccc(NC(=O)CS(=O)(=O)c2cn(CC(=O)N3CCCC3)c3ccccc23)cc1	7.2	2.3	-1.9	0.7	3.9	-1.4	-0.2	0.7	2.3	0.4
c1cncc(CNC2CCCCC2)c1	-4.8	6.1	-1.4	-2.1	-4.8	-0.3	-4.4	-0.4	-7.8	1.1
CC(C)NC(=O)C1(C)CCCN1C/C=C/c1ccccc1 (stereo unspecified)	-2.7	-9.9	0.2	.	.	0.3	.	i	.	0.2
CN(Cc1nc2ccccc2n1C)C(=O)c1ccco1	-6.0	2.8	-1.0	3.2	-8.4	1.9	-4.4	12.5	2.5	-0.7
CCSc1nc2c(c(=O)[nH]c(=O)n2C)n1CC(O)COc1ccccc1 (stereo unspecified)	-3.0	-11.4	-1.2	-1.0	4.0	2.6	2.5	0.3	30.1	-0.3
CSCCC(NC(=O)COc1ccccc1)C(=O)N(C)CC(=O)Nc1ccc(Cl)cc1 (stereo unspecified)	9.3	10.3	1.0	1.1	9.0	5.5	.	-0.7	.	-3.5
O=C(c1ccco1)N1CCc2[nH]nc(-c3ccc(Cl)cc3)c2C1	17.2	-0.9	12.7	-0.8	5.7	5.9	-1.1	-0.2	-1.9	0.4
CC(C)C[C@H]1CNC(=S)N1CC1CCCN1C[C@H](CC(C)C)N1C[C@H](CC(C)C)N(CCc2ccccc2)C1=S (stereo partly specified)	14.9	1.8	-0.6	-0.2	1.2	-6.9	.	-1.4	.	-0.4
Cc1ccc(OCCn2c(CCNC(=O)C(C)C)nc3ccccc32)cc1	-6.5	-7.3	-0.8	-1.6	-22.0	-0.6	-3.6	.	37.9	.
O=[N+]([O-])c1cc(NS(=O)(=O)c2ccc(Cl)nc2)ccc1Cl	8.6	0.6	?	-2.0	0.4	?	.	1.9	.	8.5
Cc1cc(Cl)cc2sc(=S)[nH]c12	7.6	3.1	-0.1	?	-5.6	-1.9	.	-2.9	.	1.1
CCOc1ccc(-c2cc(C(=O)N3CCN(c4ccccn4)CC3)c3ccccc3n2)cc1	-19.3	-1.5	-0.6	3.6	-17.4	-0.5	-1.6	i	9.7	0.7
CN1CC(c2ccccc2)C2(SC(=S)N(Cc3ccco3)C2=O)C12C(=O)Nc1ccccc12 (stereo unspecified)	4.3	-0.7	-2.1	-0.1	20.4	-6.0	0.0	1.0	4.7	.
Cc1ccc(-c2nnc(N3CCN(c4ccccn4)CC3)c3ccccc23)cc1	12.2	35.0	1.7	3.1	0.3	3.0	-0.5	-0.6	2.3	.
CCc1ccc(C2C(C(C)=O)=C(C(=O)OC)Nc3nnnn32)cc1 (stereo unspecified)	4.3	-4.4	-0.8	-0.2	-8.6	0.0	-1.1	i	17.7	.
S=C(NCCCN1CCOCC1)Nc1ccc(-c2nc3ccccc3[nH]2)cc1	5.8	-2.6	-0.7	1.6	3.9	-8.3	-3.9	i	37.1	1.9
CC(C)Oc1ccc(CCC(=O)NNC(=S)Nc2ccccc2)cc1	-9.8	-4.7	-2.1	-1.0	-1.9	4.5	-1.4	-0.1	-4.3	-0.1
CCN1CCN(CC2CC3C=CC2C3)CC1 (stereo unspecified)	19.0	-5.2	2.2	-0.8	-12.1	2.0	-0.4	0.0	19.2	.
COc1ccc(-c2nc3c(C)cc(Br)cn3c2CC(C)(C)C)cc1OC	14.9	.	2.1	.	.	4.5	.	.	.	-8.7
CCC(=O)Nc1sc2c(c1C(N)=O)CCC2	5.8	-2.0	1.3	0.4	-1.0	-5.9	-0.1	i	13.8	.
COc1ccc(C2=NOC(C(=O)NCc3ccccn3)C2)cc1 (stereo unspecified)	-6.5	1.2	2.9	-0.2	-2.5	4.6	0.3	-2.9	-8.0	.
COc1ccccc1N1CC(C(=O)NCC2COc3ccccc3O2)CC1=O (stereo unspecified)	-1.6	2.3	0.8	-0.9	1.8	-0.5	.	i	.	0.4
COc1ccc(CCN(C)C(=O)CCNS(=O)(=O)c2ccccc2C(F)(F)F)cc1OC	-7.1	-4.8	0.1	0.9	-6.5	-1.6	.	-0.4	.	-0.6

(cont.)
Structure	CCHFV vOTU inh	Y pestis TopoI	BoNT A protease	PfHsp40 rescue	PriA SSB inh	Anthrax LF inh2	SARS 3CLpro inh	BH1578 lux ind	VHR inh abs	TcdB inh
COc1ccc(CCNC(=O)CCOc2ccc(C(C)(C)C)cc2)cc1OC	-1.2	30.2	-2.3	3.3	7.2	-0.3	-3.4	0.2	17.9	2.0
COc1cccc(COc2ccc3c(C)c(Cc4ccccc4)c(=O)oc3c2)c1	-0.5	5.3	-4.9	-1.6	-11.5	-4.1	-1.2	-1.0	.	.
CCN(CC(=O)NCc1ccc(F)cc1)C(=O)CN1CCN(c2ccccc2OC)CC1	-9.9	0.5	-1.5	-0.1	-7.0	-11.4	2.5	i	10.1	1.0
COc1cc(C(=O)NNC(=O)c2ccc3ccccc3n2)cc(OC)c1OC	4.9	3.4	-1.3	1.2	-1.1	1.5	.	5.6	.	1.1
NC(=O)C1CCN(c2nc(-c3ccc4ccccc4c3)cs2)CC1	-9.2	2.1	-0.2	0.7	-4.4	-4.0	.	-0.6	.	-3.0
NS(=O)(=O)c1ccc(NC(=S)N2CCN(c3cccc(Cl)c3)CC2)cc1	-7.3	-8.6	-0.7	-0.5	-1.4	0.6	2.3	-0.3	8.1	0.6
COc1ccccc1C(=O)N1CCNC(=O)C1CC(=O)Nc1cccc(C)c1 (stereo unspecified)	0.6	4.5	-0.1	0.2	-13.7	0.0	-2.1	-0.4	22.9	0.7

A portion of the library; the hit share may differ from the screen's.
